Screening data as filed in PubChem BioAssay.
PAD4 FP inh = inhibitors of human PAD4 | recombinant PAD4, RCA probe fluorescence polarization | inhibition, % at 6.36 µM | 0.41% of 330,000 active;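 active means percent inhibition above a cutoff equal to the mean of all tested compounds plus 3 SD, cut at about 15% in these data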;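 further: 0% = PAD4 with RCA probe and DMSO and 100% = probe without PAD4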
GSTO1 counter = counter-screen for RBBP9 inhibitors: inhibitors of human GSTO1. P78417. recombinant GSTO1, activity-based probe fluorescence polarization. inhibition, % at 5.96 µM. 1.1% of 300,000 active;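 active means inhibition above the campaign mean inhibition plus 3 SD, cut at about 35% in these data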;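 further: 0% = GSTO1-1 with DMSO and 100% = wells lacking GSTO1-1 enzyme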
PME-1 inh = blocks human protein phosphatase methylesterase 1; AID 2130; inhibition, % at 5.9 µM; Q9Y570; recombinant PME-1, FP-Rh probe fluorescence polarization; 0.53% of 320,000 active;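 active means inhibition above the campaign mean of all compounds plus 3 SD, cut at about 26% in these data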;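 further: competitive labeling of PME-1 active site by serine hydrolase directed probe; 0% = PME-1 with DMSO and 100% = wells lacking PME-1 enzyme; inhibitors block probe labeling so polarization falls and inhibition rises; many of its hits are not listed in these tables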
PAFAH1B2 inh = blocks human PAF acetylhydrolase 1b catalytic subunit 2; 1.2% of 340,000 active; recombinant PAFAH1B2, FP-rhodamine activity probe, fluorescence polarization; inhibition, % at 3.39 µM; P68402; AID 492953;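 active means inhibition above the mean of all tested compounds plus 3 SD, cut at about 24% in these data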;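 further: 0% = enzyme with DMSO and 100% = wells lacking PAFAH1B2; many of its hits are not listed in these tables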
Target sequence (P68402 whole entry, looked up): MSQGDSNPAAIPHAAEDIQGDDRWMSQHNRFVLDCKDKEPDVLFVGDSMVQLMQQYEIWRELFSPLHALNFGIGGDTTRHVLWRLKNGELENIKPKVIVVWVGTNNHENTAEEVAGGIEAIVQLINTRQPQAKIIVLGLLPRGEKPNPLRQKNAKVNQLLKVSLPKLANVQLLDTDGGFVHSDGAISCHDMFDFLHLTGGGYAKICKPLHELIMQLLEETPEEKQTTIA
Fam108B counter = Fam108B inhibition, counter-screen for RBBP9 inhibitors. AID 1947. 0.33% of 300,000 active. inhibition, % at 9.51 µM. recombinant Fam108B, FP-Rh probe fluorescence polarization;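 active means inhibition above the screen mean inhibition plus 3 SD, computed separately per campaign, cut at about 18% in these data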;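 further: inhibitors lower polarization as less probe binds the enzyme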
LYPLA1 counter = blocks human lysophospholipase 1, a PME1 counter-screen; 0.16% of 320,000 active; recombinant LYPLA1, FP-Rh probe fluorescence polarization; inhibition, % at 5.9 µM;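 active means inhibition above the mean of all tested compounds plus 3 SD, set per campaign, cut at about 14% in these data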;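 further: inhibitors block serine hydrolase probe labeling of LYPLA1 so polarization falls; 0% = enzyme with DMSO and 100% = wells lacking LYPLA1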
Target sequence (O75608 whole entry, looked up): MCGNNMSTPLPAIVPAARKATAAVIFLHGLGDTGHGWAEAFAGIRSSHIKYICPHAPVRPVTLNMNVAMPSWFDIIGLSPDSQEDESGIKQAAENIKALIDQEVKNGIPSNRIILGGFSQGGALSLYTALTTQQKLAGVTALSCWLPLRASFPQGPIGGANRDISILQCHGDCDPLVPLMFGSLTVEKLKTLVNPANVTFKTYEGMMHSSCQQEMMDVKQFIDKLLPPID
PAFAH1B3 inh = blocks human PAF acetylhydrolase 1B catalytic subunit 3; Q15102; recombinant PAFAH1B3, FP-rhodamine probe, fluorescence polarization; inhibition, % at 3.39 µM; 0.28% of 340,000 active; AID 492972;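 active means inhibition above the screen-wide average of all tested compounds plus 3 SD, cut at about 25% in these data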;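 further: 0% = enzyme with DMSO only and 100% = wells lacking PAFAH1B3 protein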
PAFAH2 FP inh = inhibitors of human PAFAH2; Q99487; recombinant PAFAH2, FP-rhodamine activity probe, fluorescence polarization; inhibition, % at 3.39 µM; 0.99% of 340,000 active;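 active means inhibition above the mean over all tested compounds plus 3 SD, cut at about 30% in these data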;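 further: inhibitors block probe labeling of enzyme so polarization drops; 0% = enzyme with DMSO and 100% = wells lacking PAFAH2 protein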
pPAFAH inh = inhibitors of human plasma PAF acetylhydrolase (pPAFAH). 1.5% of 330,000 active. recombinant pPAFAH, FP-rhodamine probe fluorescence polarization. AID 463082. inhibition, % at 3.39 µM;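 active means inhibition above the mean inhibition across the screen plus 3 SD, cut at about 25% in these data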;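 further: inhibitors block binding of the rhodamine activity-based probe so polarization drops; 0% = enzyme with DMSO and 100% = wells lacking pPAFAH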
Target sequence (Q13093 whole entry, looked up): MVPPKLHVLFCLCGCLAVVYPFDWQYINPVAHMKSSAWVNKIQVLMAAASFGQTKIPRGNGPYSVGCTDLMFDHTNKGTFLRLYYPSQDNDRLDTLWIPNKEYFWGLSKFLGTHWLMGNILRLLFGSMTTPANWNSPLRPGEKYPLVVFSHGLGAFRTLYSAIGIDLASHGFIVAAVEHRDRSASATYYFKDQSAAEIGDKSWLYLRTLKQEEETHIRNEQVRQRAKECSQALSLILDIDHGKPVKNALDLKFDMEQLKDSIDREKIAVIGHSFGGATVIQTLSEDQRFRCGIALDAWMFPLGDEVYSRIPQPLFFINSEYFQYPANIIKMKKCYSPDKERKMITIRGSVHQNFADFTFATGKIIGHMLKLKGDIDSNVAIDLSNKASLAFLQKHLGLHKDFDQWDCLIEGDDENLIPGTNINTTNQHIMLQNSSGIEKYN
* = called active by the depositor; . = not tested or not shown.

Molecule,PAD4 FP inh,GSTO1 counter,PME-1 inh,PAFAH1B2 inh,Fam108B counter,LYPLA1 counter,PAFAH1B3 inh,PAFAH2 FP inh,pPAFAH inh
Cc1ccc(/C(N)=N/OC(=O)c2cccs2)cc1,-1,-3,-2,0,-1,0,5,4,3
CS(=O)(=O)c1ccc(NC(=O)C2CC(=O)N(c3ccc4c(c3)OCCO4)C2)cc1 (centres undefined),-5,-2,-3,-1,3,2,-5,-1,17
COC(=O)c1ccc(N2NC(=O)/C(=C/c3cc(OC)c(OC)c(OC)c3)C2=O)cc1,-7,23,2,12,-3,-5,13,2,9
c1cc(CNC2=NCCCCC2)ccn1,-6,-8,0,-1,4,-1,11,4,3
O=S1(=O)[C@H]2C[C@@H]3C=C[C@@]2(CN1Cc1cccc(Cl)c1)O3,-2,9,-2,-1,3,2,2,3,-2
CC(C)(C)[C@H]1C=C(C(=O)NCc2ccccc2)O[C@@H](OCCCCO)C1,0,-3,0,2,0,2,5,2,9
CSc1ccc(/C=N/N2CCN(Cc3ccc(Cl)cc3)CC2)cc1,1,2,0,8,0,4,8,6,3
COc1cc(C(=O)Nc2ccc3c(c2)ncn3C)cc(OC)c1OC,1,-7,1,1,0,-1,13,-5,-3
Cc1cc(=O)c(C(=O)Nc2cccc(C(=O)NC3CC3)c2)nn1-c1ccccc1Cl,-7,.,-2,-2,.,-3,12,8,-2
CC(Oc1ccc(S(=O)(=O)N2CCCC2)cc1[N+](=O)[O-])C(=O)NC(C)c1ccccc1 (centres undefined),-2,-6,4,8,2,2,8,4,5
N#Cc1ccc(CSc2nnc(NC(=O)CN3C(=O)C4CC=CCC4C3=O)s2)cc1 (centres undefined),1,-3,-1,19,-3,-4,4,20,9
CC12CCC(=O)N1C(C(=O)Nc1nnc(SCc3ccccc3F)s1)CS2 (centres undefined),-3,-2,-2,7,4,4,-2,6,14
Cc1ccccc1CN1CCNC1=O,-2,2,9,0,0,-1,5,3,3
CNC(=S)NNC(=O)c1c(C)nc2cc(C)ccn12,-8,-7,-1,2,2,-1,4,3,4
COc1ccc(CCNC(=O)Nc2cccc([N+](=O)[O-])c2)cc1OC,-5,-5,1,-7,-5,4,3,3,2
O=[N+]([O-])c1cccc(N/N=C/c2cccc3ccccc23)c1,7,4,25,5,26*,-2,16,28,2
Clc1ccc(-c2nc3nc4ccccc4nc3n2Cc2ccco2)cc1,0,-9,-8,5,-5,-3,5,3,0
O=C(CSc1nccc(=O)[nH]1)NC1CCCCCC1,2,.,.,9,.,.,7,4,-4
O=C(CN1CCN(c2cccc(Cl)n2)CC1)N1CC(O)CO1 (centres undefined),-6,-3,-2,2,-1,0,1,0,3
Cc1cc(C)n2nc(C(=O)OCC(=O)Nc3ccc(C)c(S(=O)(=O)N(C)C)c3)nc2n1,1,.,-1,4,.,2,1,1,2

Another view of some results above:
Fields: PAD4 FP inh | GSTO1 counter | PME-1 inh | PAFAH1B2 inh | Fam108B counter | LYPLA1 counter | PAFAH1B3 inh | PAFAH2 FP inh | pPAFAH inh
> Cc1cc(C)n2nc(C(=O)OCC(=O)Nc3ccc(C)c(S(=O)(=O)N(C)C)c3)nc2n1
→ 1 | . | -1 | 4 | . | 2 | 1 | 1 | 2
> CS(=O)(=O)c1ccc(NC(=O)C2CC(=O)N(c3ccc4c(c3)OCCO4)C2)cc1 (centres undefined)
→ -5 | -2 | -3 | -1 | 3 | 2 | -5 | -1 | 17

The listing picks up with the 2 entries that preceded the break.
Molecule,PAD4 FP inh,GSTO1 counter,PME-1 inh,PAFAH1B2 inh,Fam108B counter,LYPLA1 counter,PAFAH1B3 inh,PAFAH2 FP inh,pPAFAH inh
O=C(CN1CCN(c2cccc(Cl)n2)CC1)N1CC(O)CO1 (centres undefined),-6,-3,-2,2,-1,0,1,0,3
Cc1cc(C)n2nc(C(=O)OCC(=O)Nc3ccc(C)c(S(=O)(=O)N(C)C)c3)nc2n1,1,.,-1,4,.,2,1,1,2
CCN(CC)CCNC(=O)c1ccc(NS(=O)(=O)c2ccc3c(c2)OCCO3)cc1,0,7,8,2,3,-3,8,9,5
Oc1ccc(/C=N/Nc2nc(-c3ccccc3F)nc3ccccc23)c(O)c1,-9,-61,55*,10,41*,-9,24,0,16
Cc1c(C(=O)Nc2ccc3c(c2)CCC3)cccc1[N+](=O)[O-],1,3,3,-1,4,-3,2,-2,-1
O=C(Cn1cnc2c(nnn2Cc2ccc(F)cc2)c1=O)NC1CCCC1,-2,-1,6,2,5,4,2,-2,9
CCCCSc1nc2c(c(=O)[nH]1)CCC2,4,6,0,2,-4,-1,7,3,1
CC(C)Oc1ccc(CC(=O)NNC(=S)Nc2ccccc2)cc1,0,-2,-1,8,-2,0,1,7,2
Cc1cccc(NC(=O)NC2CC(=O)N(c3ccc4c(c3)OCCO4)C2)n1 (centres undefined),0,6,2,8,3,3,0,2,2
Cc1csc(NC(C)c2nc3cc(Cl)c(Cl)cc3n2CCCO)n1 (centres undefined),0,-7,4,5,-1,1,-5,-1,8
O=C(Cn1ncc2c3ccccc3n(Cc3ccccc3)c2c1=O)NCCN1CCOCC1,-1,-1,-2,3,-1,-2,-2,4,3
N#Cc1c(NC(=O)c2ccccc2Cl)n(Cc2ccccc2)c2nc3ccccc3nc12,-6,47*,12,53*,12,-5,63*,64*,38*
OCCN1CCN(c2nc(-c3ccccc3)nc3c2oc2ccccc23)CC1,-2,-15,-3,6,0,-3,1,-6,0
CCCS(=O)(=O)N1CCCC(C(=O)Oc2ccccc2Cl)C1 (centres undefined),-2,3,1,-2,1,1,2,2,4
CC(=O)C[C@H](O)CC(=O)[C@H]1OC(=O)CCCCCCCc2ccccc21,-5,.,-6,0,.,-2,3,5,2
O=C(CN1C(=O)S/C(=C\c2ccccc2)C1=O)Nc1cc([N+](=O)[O-])ccc1O,-3,12,11,16,4,-2,15,57*,24
O=C(N/N=C/c1ccc(OCC(=O)N2CCCC2)cc1)C(=O)NC1CC1,0,1,2,2,2,-1,2,-7,0
Cc1nn(CC(=O)Nc2cccc(Cl)c2)c(=O)c2cc(-c3ccccc3)nn12,-1,3,6,4,3,0,5,-4,7
Cc1ccc(-n2c(SCC(=O)c3c(N)n(C)c(=O)n(C)c3=O)nc3sc4c(c3c2=O)CCCC4)c(C)c1,0,-3,-37,-17,-29,-17,-21,-43,-19
CCOC(=O)C1CCN(S(=O)(=O)CCNC(=O)c2ccccc2)CC1,-3,-6,-2,7,-3,4,-1,0,0
COCCn1c(Sc2ccccc2)nc2c1c(=O)[nH]c(=O)n2C,1,0,2,2,4,4,-2,-5,0
Cc1cccc(OCCCn2c(CO)nc3ccccc32)c1,2,3,8,2,-1,3,3,1,4
O=C(NCc1ccccc1)C(c1ccncc1)N(C(=O)c1csnn1)c1ccccc1F (centres undefined),3,11,4,-1,8,1,-2,-5,-1
CCCc1cc(Nc2cccc(OC)c2)n2ncnc2n1,-6,0,-2,2,4,-2,1,-1,4
O=C(Nc1cccc2c1C(=O)NC2=O)c1ccc(N2C(=O)CCC2=O)cc1,3,0,-9,-1,-1,7,-2,-1,-2
COc1cccc(NC(=O)CN2C(=O)NC3(CCCCCC3)C2=O)c1,-5,.,.,4,.,.,6,9,4
COc1ccc(S(=O)(=O)N2CCN(C(=O)c3cccc(Cl)c3)CC2)cc1,3,-5,6,1,5,0,12,8,4
Cn1nnc(C(O)CN2CCOCC2)n1 (centres undefined),0,2,-8,3,0,5,-1,3,7
CCN(c1ccc(C)cc1C)S(=O)(=O)c1nnc(NC(=O)c2ccco2)s1,1,-46,-14,-23,-2,-6,1,0,3
COCc1nnc(NC(=O)c2ccc(S(=O)(=O)N(C)c3ccccc3)cc2)o1,3,-12,5,9,7,-1,1,14,9
Nc1nc2n(n1)C(c1ccco1)CC(c1ccc(Cl)cc1Cl)N2 (centres undefined),-3,-9,-5,2,-1,-4,-8,-1,1
O=C(O)c1ccc(Cl)c(S(=O)(=O)Nc2ccccc2C(=O)Nc2ccc(Cl)cc2)c1,1,17,0,11,-6,-4,2,5,11
Cc1ccc(S(=O)(=O)NCCC(=O)N2CC(C)OC(C)C2)cc1C (centres undefined),2,12,4,7,3,-1,5,6,-3
O=C(OC(C(=O)NC1CCCC1)c1ccncc1)C1=Cc2ccccc2OC1 (centres undefined),-1,-10,3,9,1,-2,5,5,4
Cc1ccc(N2C(=O)C3Sc4[nH]c(=O)sc4C(c4ccccc4)C3C2=O)cc1 (centres undefined),-14,6,3,20,-5,6,8,7,6
COc1cc(N2CCCC2)c(OC)cc1/C=C(/C#N)c1ccc(F)cc1,-3,6,1,3,3,-4,9,4,3
COc1ccc(C(=O)N2CCC(C(=O)N3CCN(c4ccc(OC)cc4)CC3)CC2)cc1,-3,0,0,6,3,4,7,2,8
Cc1nn(C)c(C)c1C(C)NC(=O)c1ccc(OC2CCN(Cc3ccccn3)CC2)cc1 (centres undefined),-4,4,-3,5,-2,9,10,3,-4
O=C(CSc1nnc(NC(=O)c2ccccc2C(=O)O)s1)Nc1ccccc1Cl,-2,9,3,4,1,3,11,11,6
COc1ccccc1NC(=S)NCc1ccc2c(c1)OCO2,2,-1,-1,2,8,1,-2,-9,-2
O=C1CCN(C(=O)/C=C/c2ccccc2)c2ccccc21,-2,-7,0,6,-1,15*,11,5,6
CCCc1nc2c(=O)n(C)c(=O)[nH]c2n1CCC,-1,2,-1,1,4,-1,-2,4,0
O=C(NCCCN1CCCC1=O)c1ccccc1NS(=O)(=O)c1ccc(Br)cc1,2,-10,1,7,3,-1,1,7,3

PAFAH2 FP inh, entries above that show a hit.
| canonical_smiles | PAD4 FP inh | PME-1 inh | PAFAH1B2 inh | PAFAH1B3 inh | PAFAH2 FP inh | pPAFAH inh |
| --- | --- | --- | --- | --- | --- | --- |
| N#Cc1c(NC(=O)c2ccccc2Cl)n(Cc2ccccc2)c2nc3ccccc3nc12 | -6 | 12 | 53* | 63* | 64* | 38* |
| O=C(CN1C(=O)S/C(=C\c2ccccc2)C1=O)Nc1cc([N+](=O)[O-])ccc1O | -3 | 11 | 16 | 15 | 57* | 24 |

An excerpt from above in order of the PAFAH1B3 inh value, largest number first:
structure | PAD4 FP inh | PME-1 inh | PAFAH1B2 inh | PAFAH1B3 inh | PAFAH2 FP inh | pPAFAH inh
COc1cc(N2CCCC2)c(OC)cc1/C=C(/C#N)c1ccc(F)cc1 | -3 | 1 | 3 | 9 | 4 | 3
Cc1ccc(S(=O)(=O)NCCC(=O)N2CC(C)OC(C)C2)cc1C (centres undefined) | 2 | 4 | 7 | 5 | 6 | -3
CCCc1cc(Nc2cccc(OC)c2)n2ncnc2n1 | -6 | -2 | 2 | 1 | -1 | 4
CCCc1nc2c(=O)n(C)c(=O)[nH]c2n1CCC | -1 | -1 | 1 | -2 | 4 | 0

These rows are one share of the data; rates above refer to the full screens.
